HGIII-sPLA2 inh: Blocks human group III sPLA2 activity; actives 0.56% (n = 370,000); Q9NZ20; inhibition, % at 12.2 µM; QFRET BODIPY PC-A2 liposome hydrolysis, fluorescence;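 active means inhibition above mean plus 3 SD of compounds lying within the high and low control bounds, cut at about 19% in these data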;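 further: 0% = median of test compound wells and 100% = no enzyme DMSO wells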
ssDAF-12 act: activators of S. stercoralis DAF-12 nuclear receptor | HEK293 ssDAF-12/GRIP1 lit1-tk-luc reporter, luminescence; % of 3 µM dafachronic acid response | AID 652126 | actives 1% (n = 370,000) | activation, % at 6.8 µM;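 active means activation above the mean over all tested compounds plus 3 SD, cut at about 0.9% in these data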;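 further: 0% = DMSO-only wells and 100% = 3 µM delta7-dafachronic acid wells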
DAX1 inh-1: inhibits human nuclear receptor DAX1; HEK293 Gal4-DAX1 luciferase reporter, luminescence; actives 0.99% (n = 340,000); AID 504766; inhibition, % at 6.75 µM; P51843;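 active means inhibition above the mean over all tested compounds plus 3 SD, cut at about 4.2% in these data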;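 further: 0% = DAX1-transfected cells with DMSO and 100% = empty-vector control cells with DMSO; inhibition shows as a rise in luminescence from relieved DAX1 repression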
hgDAF12 agonist: agonists of H. glycines DAF-12 nuclear receptor; HEK293 GAL4-hgDAF12 UAS-luciferase reporter, agonist luminescence; normalized to butyrate control; activation, % at 6.8 µM; actives 1.8% (n = 370,000); AID 687014;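 active means activation above a cutoff set at the mean of all screened compounds plus 3 SD, cut at about 10% in these data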;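 further: 0% = DMSO wells and 100% = sodium butyrate wells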
hcDAF-12 act: H. contortus DAF-12 activation, primary screen; HEK293 hcDAF-12 lit1-tk-luc reporter, luminescence; 0% DMSO, 100% Δ7-dafachronic acid; activation, % at 6.8 µM; actives 1.4% (n = 370,000);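 active means activation above the mean of all tested compounds plus 3 SD, cut at about 5.5% in these data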;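 further: 100% = response to 3 µM Δ7-dafachronic acid high control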
PLC-beta3 inh: inhibitors of human phospholipase C beta3; actives 0.18% (n = 370,000); inhibition, % at 12.2 µM; Q01970; Purified PLC-beta3, fluorogenic substrate, fluorescence; in the data active means inhibition above about 11%;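 further: 0% = median of compound wells on plate and 100% = full blocker control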
FXN GAA850 act: frataxin GAA850 promoter activation | HEK293 lucGAA850 FXN promoter luciferase reporter, 24 h; percent of 10 µM SAHA response | activation, % at 6 µM | actives 0.56% (n = 360,000) | AID 540364;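 active means activation above the average of all compounds screened plus 3 SD, cutoff fixed separately per campaign, cut at about 7.5% in these data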;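 further: 0% = DMSO wells and 100% = 10 µM SAHA wells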
ADAM17 inh: ADAM17 inhibition, QFRET primary screen. P78536. recombinant ADAM17, EDANS/DABCYL FRET peptide cleavage. inhibition, % at 6.95 µM. actives 0.83% (n = 370,000). AID 720648;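 active means inhibition above the mean of compounds lying between control limits plus 3 SD, set per campaign, cut at about 8.5% in these data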;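 further: 0% = DMSO-only wells as the low control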
DAX1 inh-2: blocks DAX1 repression of SF-1 activated StAR promoter | inhibition, % at 6.8 µM | AID 652010 | HEK293T StAR-luciferase reporter, SF-1/DAX-1 repression relief | actives 1.1% (n = 370,000);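 active means inhibition above the mean over all tested compounds plus 3 SD, cut at about 3.6% in these data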;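 further: 0% = DAX-1 cells with DMSO and 100% = cells lacking DAX-1 with DMSO; higher inhibition means more luminescence from relief of DAX-1 repression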
PLC-gamma1 inh: inhibitors of human phospholipase C gamma1. P19174. purified PLC-gamma1, fluorogenic substrate, fluorescence. inhibition, % at 12.2 µM. actives 0.84% (n = 370,000). AID 720700; in the data active means inhibition above about 9.5%
Target sequence (P19174 whole entry, looked up): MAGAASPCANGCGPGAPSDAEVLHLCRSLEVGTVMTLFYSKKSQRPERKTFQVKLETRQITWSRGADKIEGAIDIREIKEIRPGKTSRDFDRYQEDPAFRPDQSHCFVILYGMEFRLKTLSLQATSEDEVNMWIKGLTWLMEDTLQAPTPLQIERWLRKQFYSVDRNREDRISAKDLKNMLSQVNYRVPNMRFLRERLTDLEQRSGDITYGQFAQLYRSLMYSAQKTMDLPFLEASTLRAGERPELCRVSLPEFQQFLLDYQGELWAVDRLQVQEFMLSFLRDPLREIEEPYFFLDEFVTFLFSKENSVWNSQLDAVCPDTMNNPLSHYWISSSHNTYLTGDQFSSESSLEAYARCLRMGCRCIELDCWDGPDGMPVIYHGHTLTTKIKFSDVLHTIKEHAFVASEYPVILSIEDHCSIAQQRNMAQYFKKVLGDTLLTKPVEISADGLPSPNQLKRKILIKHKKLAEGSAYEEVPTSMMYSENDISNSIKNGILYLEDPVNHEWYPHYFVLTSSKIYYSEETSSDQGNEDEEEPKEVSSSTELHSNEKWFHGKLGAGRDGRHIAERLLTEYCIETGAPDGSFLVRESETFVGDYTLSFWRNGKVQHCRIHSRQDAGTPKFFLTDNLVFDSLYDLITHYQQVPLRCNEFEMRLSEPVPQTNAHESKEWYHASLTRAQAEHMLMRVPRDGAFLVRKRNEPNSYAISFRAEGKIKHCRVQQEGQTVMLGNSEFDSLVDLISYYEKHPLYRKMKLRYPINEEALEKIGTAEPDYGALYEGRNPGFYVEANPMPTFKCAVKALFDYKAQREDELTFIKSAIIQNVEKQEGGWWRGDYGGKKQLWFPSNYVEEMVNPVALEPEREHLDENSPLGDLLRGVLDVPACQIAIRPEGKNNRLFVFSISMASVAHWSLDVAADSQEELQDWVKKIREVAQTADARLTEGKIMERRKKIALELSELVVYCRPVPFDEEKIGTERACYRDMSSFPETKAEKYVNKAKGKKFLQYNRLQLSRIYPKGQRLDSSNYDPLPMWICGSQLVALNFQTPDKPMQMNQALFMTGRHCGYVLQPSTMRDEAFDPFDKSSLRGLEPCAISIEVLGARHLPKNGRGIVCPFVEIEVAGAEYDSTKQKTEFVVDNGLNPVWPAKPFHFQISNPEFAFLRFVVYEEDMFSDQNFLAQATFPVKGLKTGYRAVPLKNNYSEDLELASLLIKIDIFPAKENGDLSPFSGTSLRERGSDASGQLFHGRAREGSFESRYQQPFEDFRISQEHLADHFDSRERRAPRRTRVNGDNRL
ADAM10 inh: ADAM10 inhibition, QFRET primary screen. O14672. recombinant ADAM10, EDANS/DABCYL FRET peptide cleavage, 3 h. inhibition, % at 7 µM. actives 0.62% (n = 370,000);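 active means inhibition above a per-campaign cutoff equal to the mean of compounds falling between control-based bounds plus 3 SD, cut at about 20% in these data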;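 further: 0% = DMSO wells while the 100% control is not disclosed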
Starred values were filed as active, the others as inactive; . = not tested or not shown; & = joins results of further samples. This is a random part of the collection; overall some 6.9% were active at least once.

SMILES	HGIII-sPLA2 inh	ssDAF-12 act	DAX1 inh-1	hgDAF12 agonist	hcDAF-12 act	PLC-beta3 inh	FXN GAA850 act	ADAM17 inh	DAX1 inh-2	PLC-gamma1 inh	ADAM10 inh
COC(=O)C1=C(O)C(C(=O)OC)C(c2ccc(C)cc2)C(C#N)(C#N)C1c1ccc(C)cc1 (stereo not given)	0	-1.0	-0.4	-1.1	-1.6	6	-1.4	-2	-0.4	1	6
CCCSc1nsc(NC(=O)Nc2ccc(F)cc2F)n1	-6	-1.2	0.5	-0.3	2.2	-8	2.5	-1	-0.2	1	-4
C/C(=C\C(=O)OCCCCCCCCC(=O)O)C[C@@H]1OC[C@H](C[C@@H]2O[C@H]2[C@@H](C)[C@H](C)O)[C@@H](O)[C@H]1O	5	-0.6	-0.3	0.6	-1.4	1	-1.2	-9	0.7	-1	-2
CCC(=O)N1CCC(C)(C(=O)Nc2cc(OC)c(OC)c(OC)c2)C1 (stereo not given)	-1	-1.2	.	1.6	-0.7	2	0.7	-2	0.7	2	-3
Nc1nonc1-n1nnc(C(=O)N/N=C/c2cccs2)c1CSc1ccccc1	1	-1.5	-0.2	1.8	-0.5	-10	4.2	-4	1.7	-3	4
COc1ccccc1N1CCN(Cc2cc(=O)c(OCC(=O)NC(C)C)co2)CC1	3	-0.9	-0.2	-0.1	-0.4	-4	0.8	-5	0.2	2	-2
CCCCC(c1nnnn1C(C)C)N1CCN(C(=O)c2ccco2)CC1 (stereo not given)	3	-0.5	0.0	3.4	-0.7	-1	2.1	4	0.2	5	-1
CC(=O)c1cccc(Nc2nc(=O)c3cccnc3s2)c1	-3	-1.9	1.3	4.6	-1.3	-1	1.3	0	0.6	1	7
Cc1cccc(NC(=O)c2oc(=O)c3ccccc3c2-c2ccccc2)c1C	5	-1.2	0.5	-1.3	0.2	2	1.2	-4	-0.4	0	-2
C=CCN=c1scc(-c2ccccc2)n1/N=C/c1ccccn1	-2&3	-0.3&-0.7	-0.9&0.6	7.5&4.3	2.2&1.3	-44&-45	-5.2&-5.1	0&1	0.1&-1.2	-37&-39	-7&-1
O=C(Nc1ccccc1N1CCN(C(=O)c2ccc(Cl)cc2)CC1)c1ccc(Br)cc1	-5	-0.5	1.4	2.2	2.3	1	-5.8	5	-0.3	2	6
COc1ccccc1C(=O)Nc1ccc(CN2CCCCC2)cc1	3	-0.8	2.1	-0.9	2.2	4	1.9	-4	0.3	-3	0
COc1cc(NCc2ccccc2)c2ncn(C(C)C)c2c1	8	-1.5	-0.8	-2.4	-2.2	1	-0.4	-3	-0.8	3	-1
CC(C)N(Cc1ccccc1)C(=O)CSc1nccn1C	0	-1.4	0.7	-0.7	-1.2	0	-0.3	-2	-0.6	0	-7
CC1CC(OC(=O)c2ccccc2C(=O)c2ccc(Cl)cc2)C(=O)O1 (stereo not given)	3	-1.1	0.6	2.0	0.3	0	0.7	-5	-0.3	2	-11
COc1ccc2c3c([nH]c2c1)C(C)N(C(C)=O)CC3 (stereo not given)	7	-0.8	0.2	-0.9	-0.8	-8	1.1	-2	0.6	1	-1
O=C(NC1=NCCS1)c1cccc(OC(F)F)c1	-4	0.0	4.8*	16*	1.5	3	3.1	-1	5.0*	2	3
NC(=O)c1ncn([C@@H]2O[C@H](CNCc3cccn3-c3ccncc3)[C@@H](O)[C@H]2O)n1	5	-1.2	0.6	-2.2	-1.5	1	0.2	0	-0.6	3	3
Cc1ccnc2nc(C(=O)OCC(=O)NC(=O)NCc3ccco3)nn12	1	-1.2	1.6	-0.2	-1.0	3	2.4	0	1.2	-1	-1
COc1cc2c(cc1NC(=O)C(C)N1CCN(S(=O)(=O)c3ccc(C)c(C)c3)CC1)oc1ccccc12 (stereo not given)	2	-0.1	2.3	2.5	3.9	2	2.8	-3	-0.1	-2	-10
COc1ccc(Cl)cc1-c1nc(SCC(=O)N(C)C2CCS(=O)(=O)C2)n[nH]1 (stereo not given)	11	-0.7	-0.7	-0.8	-0.3	0	0.4	0	-0.3	0	-21
Oc1ccc(/C=N/Nc2nc(N3CCCC3)nc(N3CCCC3)n2)cc1O	-7	-1.8	-1.6	-4.1	-1.2	-12	1.8	-8	0.3	-8	-21
CCCCC(=O)Nc1ccc2c(c1)nc(CCNC(=O)c1ccco1)n2C	2	-0.9	0.5	2.3	-0.7	-3	4.3	1	0.3	0	-3
COc1ccc(/C=C/C(=O)OCC(=O)N(C)c2c(N)n(Cc3ccccc3)c(=O)[nH]c2=O)cc1OC	1	-1.0	-1.6	-3.5	-1.8	-98	-1.5	-37	-0.1	-99	-124
Cc1cc(C(=O)Nc2c[nH]c(=O)[nH]c2=O)ccc1[N+](=O)[O-]	5	0.4	1.8	-0.5	-0.1	3	1.8	2	0.1	3	2
(listing goes on)
SMILES	HGIII-sPLA2 inh	ssDAF-12 act	DAX1 inh-1	hgDAF12 agonist	hcDAF-12 act	PLC-beta3 inh	FXN GAA850 act	ADAM17 inh	DAX1 inh-2	PLC-gamma1 inh	ADAM10 inh
CCn1nc(NC(=O)c2ccco2)c2cc3ccccc3nc21	-4	-1.9	-1.2	-2.8	-1.6	-330	2.0	-29	-1.0	-243	-82
O=C(O)c1cccnc1C(=O)c1ccccc1	0	-1.0	0.8	1.2	-3.5	-5	0.7	-1	-0.3	1	0
O=C(O)CCN1CCOCC1	1	-1.0	-0.2	-1.5	0.4	1	-3.9	0	-0.1	0	6
CC(=O)c1ccc(OC(C)C(=O)OCC(=O)NCCc2ccccc2)cc1 (stereo not given)	2	-0.9	0.6	4.0	1.2	-4	1.6	-1	-2.4	-3	-3
CC1CC(C)C(=O)C(C(CC2CC(=O)NC(=O)C2)OC(=O)CC(=O)c2ccccc2)C1 (stereo not given)	-26	-2.0	-5.8	-12	-3.1	3	-12	0	-6.0	-2	1
CS(=O)(=O)N(CC(=O)N1CCCC1)Cc1ccc(Cl)cc1	1	-1.4	0.4	-1.2	0.2	-1	2.2	5	-0.2	4	-4
CCC(=O)N1CCc2cc(S(=O)(=O)CCC(=O)Nc3nc(C)cs3)ccc21	0	-0.6	0.6	1.1	0.2	1	1.1	-2	0.3	2	7
CCOC(=O)c1cc(-c2ccccc2)sc1NC(=O)C(C)OC(=O)c1cccc(S(=O)(=O)N(C)C)c1 (stereo not given)	-1	-1.4	1.9	0.4	-1.2	-1	1.7	-2	0.3	-2	0
CCN(CC)S(=O)(=O)c1ccc2[nH]c(=O)cc(C(=O)N(C)C3CCS(=O)(=O)C3)c2c1 (stereo not given)	-1	-0.6	1.5	1.0	-0.6	-5	2.6	-5	-1.1	-2	-17
CS(=O)(=O)c1ccc(Cl)c(S(=O)(=O)NCc2ccccc2)c1	-3	-1.0	3.0	-1.4	0.2	4	-0.8	-1	0.3	0	-8
CN(CC(=O)Nc1ccccc1Cl)C(=O)COC(=O)Cc1c(F)cccc1Cl	-6	-1.2	0.8	0.7	0.0	-2	-0.9	1	0.8	1	1
C#CCOCCOCCOCCNc1nc(N2CCN(C(=O)[C@H](CCCN=C(N)N)n3cc(C(N)[C@@H](C)CC)nn3)CC2)nc(N2CCN(C(=O)[C@H](CCC(=O)O)n3cc([C@@H](N)[C@H](C)CC)nn3)CC2)n1 (stereo not given in full)	0	-0.7	0.8	2.0	-1.0	2	-1.0	0	0.6	7	2
CCN(CC)C(=O)CSc1nc(C)cc(C)c1C#N	2	-0.8	1.8	-1.5	0.3	0	2.6	2	-1.5	4	-4
O=C(Nc1ccc2ccccc2c1)c1cccc2ccccc12	-2	-0.4	-0.3	7.7	-0.5	-5	1.3	-1	2.2	0	-6
C=CCOc1cccc(CNc2ccc3[nH]c(=O)[nH]c3c2)c1	12	-2.0	-1.6	-1.6	-1.5	-15	3.4	-20	-2.9	-11	-49
Cc1ccc(NC(=S)N(CCN(C)C)C(C)c2ccco2)c(C)c1 (stereo not given)	1	-1.4	-0.1	1.0	0.0	-6	-0.2	-2	-0.3	-1	3
O=c1c2cc([N+](=O)[O-])ccc2nc2n1CCCC2	3	-0.7	-0.1	-0.3	-0.2	-13	1.0	-2	0.3	-5	4
Cc1ccc(S(=O)(=O)NNC(=O)NC23CC4CC(CC(C4)C2)C3)cc1	-14	-1.8	-1.8	1.4	-0.4	2	1.6	-2	-0.4	1	-3
O=C(Nc1cccc(-n2cnnn2)c1)C1CCCN(Cc2cccc(C(F)(F)F)c2)C1 (stereo not given)	-23	-1.8	-2.4	-4.4	-4.5	1	-5.4	5	-1.9	3	6
COCCCN(C(=O)c1cc2c(s1)CCC2)c1c(N)n(Cc2ccccc2)c(=O)[nH]c1=O	0	-1.4	0.3	0.0	-1.2	-9	2.1	4	0.4	-6	-7
CCCCC1=CC2=CC(=O)C(C)(OC(=O)CC)C(=O)C2=CN1C1CCCCC1 (stereo not given)	-5	-0.8	0.1	0.6	-1.9	-109	0.3	-16	0.0	-84	-63
O=C(Nc1ccc(S(=O)(=O)N2CCN(Cc3ccccc3)CC2)cc1)c1cnccn1	3	-1.9	-2.0	-2.9	-2.2	3	-4.2	2	-2.8	3	1
COc1nnc(-c2ccc(C)c(S(=O)(=O)N(C)C)c2)c2ccccc12	-2	-1.4	0.7	-2.8	-1.5	-10	0.3	-1	-0.3	-1	-5
O=C(NCCCN1CCCC1)c1ccc(CS(=O)(=O)c2ccc(Br)cc2)o1	-2	-1.5	0.4	-2.1	1.9	3	-1.3	2	0.9	2	0
Cc1c(NC(=O)C(C)c2ccc(CC(C)C)cc2)c(=O)n(-c2ccccc2)n1C (stereo not given)	0	-1.3	-0.2	-1.9	-6.2	3	-1.6	-5	0.2	0	1
(list continues)
SMILES	HGIII-sPLA2 inh	ssDAF-12 act	DAX1 inh-1	hgDAF12 agonist	hcDAF-12 act	PLC-beta3 inh	FXN GAA850 act	ADAM17 inh	DAX1 inh-2	PLC-gamma1 inh	ADAM10 inh
NS(=O)(=O)c1cccc(NC(=O)c2ccc(NS(=O)(=O)c3cccc([N+](=O)[O-])c3)cc2)c1	-11	-0.9	-0.2	-0.7	-0.2	3	0.6	-3	-0.6	0	-1
COc1ccc(NC(=O)N(C)C[C@H]2Oc3c(NC(=O)C4CCCCC4)cccc3C(=O)N([C@H](C)CO)C[C@@H]2C)cc1	-2	-0.9	-1.8	1.3	-0.4	3	-1.4	-2	0.3	0	-3
CCC1(C)Cc2ccccc2C(Nc2c(C)n(C)n(-c3ccccc3)c2=O)=N1 (stereo not given)	4	-1.0	0.7	0.7	-0.6	3	0.2	2	-0.3	3	5
O=C1OC(c2cccs2)=N/C1=C/c1ccc(-c2cccc(C(=O)O)c2)o1	-16	0.2	4.0	4.5	0.0	-8	0.4	-1	0.7	5	-9
Cc1cc(C)c2c(Cn3ccnc3)cc(=O)oc2c1	2	-0.9	2.0	-0.2	-0.4	-4	0.0	-1	0.3	1	7
O=C(N1CCOCC1)N1CCN(c2ccccc2F)CC1	3	-1.5	-0.1	0.8	0.5	1	1.1	1	-0.2	-1	-5
Cc1cc(NC(=O)CCC(=O)N(CC(=O)NC2CCCC2)c2ccc(Cl)cc2)no1	-3	-0.9	1.6	-1.5	3.5	-4	0.4	0	-0.4	2	-3
